From PubChem BioAssay
Runt-CBFb FRET = inhibitors of RUNX1 Runt–CBFb binding, primary screen, biochemical, FRET, Cerulean-Runt, Venus-CBFb, uHTS; Runt-related transcription factor 1 (Homo sapiens) + Core-binding factor subunit beta …; Cerulean-Runt/Venus-CBFb FRET ratio 530/480, 1 h; inhibition, % at 20 µM; 0.46% of 220,000 active; AID 1496, 2009;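 active = inhibition over about 50% at 20 µM in the single-dose screen, limit read from the data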;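 also: 0% = DMSO wells and 100% = excess unlabeled CBFb competitor control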
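Buffer or medium: Tris pH 7.5 buffer with BSA. Assay system: Cerulean-labeled Runt domain protein. Amount: each fluorescent fusion protein 100 nM. Read-out basis: loss of energy transfer signal. Incubation: 1 h compound exposure, room temperature. Probe or stimulus: Venus-CBFb binding partner, 100 nM. Detection: FRET, excitation 422 nm, emission at 530 and 480 nm.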
Runt-SMMHC FRET = inhibitors of RUNX1 Runt–CBFb-SMMHC binding, primary screen, biochemical, FRET, Cerulean-Runt, Venus-CBFb-SMMHC, uHTS | inhibition, % at 20 µM | AID 1434, 2008 | 0.74% of 220,000 active | Cerulean-Runt/Venus-CBFb-SMMHC FRET ratio 530/480, 1 h | Runt-related transcription factor 1 (Homo sapiens) + Core-binding factor subunit beta …;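 active = mean inhibition across duplicate retests at 20 µM reaching about 50%, limit read from the data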;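 also: 0% = DMSO wells and 100% = wells with excess untagged CBFb-SMMHC; inhibitors lower the FRET ratio by blocking Runt binding to CBFb-SMMHC; some results filed as inactive read as strong as hits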
14-3-3 Bad PPI = inhibitors of 14-3-3 zeta/Bad binding, primary screen, biochemical, TR-FRET, bovine 14-3-3 zeta | TR-FRET 14-3-3zeta/Dy647-pBad peptide displacement, 1 h | inhibition, % at 21.7 µM | 0.71% of 220,000 active | AID 781, 2007;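 active = inhibition above about 70%, limit read from the data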;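 also: 0% = full 14-3-3 plus peptide FRET controls and 100% = background without 14-3-3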
Hck Nef HTS = inhibitors of Nef-activated human Hck kinase, primary screen, biochemical, Z-Lyte FRET, 384-well, Hck-YEEI | Recombinant Hck-YEEI plus Nef, Z-Lyte FRET kinase assay | inhibition, % at 20 µM | 0.68% of 220,000 active | AID 463187, 2010;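 active = Hck-Nef kinase inhibition above about 50%, limit read from the data; inactive = inhibition below that limit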;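 also: 0% = DMSO with Hck plus Nef and 100% = Hck alone without Nef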
Target sequence (P08631 whole entry, looked up): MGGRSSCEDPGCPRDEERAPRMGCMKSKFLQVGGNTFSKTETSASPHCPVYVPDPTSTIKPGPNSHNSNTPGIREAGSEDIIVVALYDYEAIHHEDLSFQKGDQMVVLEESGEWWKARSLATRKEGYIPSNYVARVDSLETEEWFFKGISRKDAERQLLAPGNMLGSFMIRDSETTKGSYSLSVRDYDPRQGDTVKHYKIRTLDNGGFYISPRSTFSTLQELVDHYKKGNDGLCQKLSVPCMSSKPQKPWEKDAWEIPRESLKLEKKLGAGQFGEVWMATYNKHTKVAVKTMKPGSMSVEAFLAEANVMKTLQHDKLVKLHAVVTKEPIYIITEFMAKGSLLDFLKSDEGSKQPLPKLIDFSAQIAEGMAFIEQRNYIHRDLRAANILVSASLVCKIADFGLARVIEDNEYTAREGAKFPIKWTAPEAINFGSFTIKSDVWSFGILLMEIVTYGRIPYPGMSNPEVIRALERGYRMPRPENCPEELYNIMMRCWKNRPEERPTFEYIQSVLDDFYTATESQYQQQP
EBV gp42 inh = Epstein-Barr virus gp42 inhibitors, primary screen, biochemical, uHTS, fluorescence polarization; Fluorescence polarization binding assay, mP read-out; 0.42% of 220,000 active; inhibition, % (tested at 21.74 µM); Glycoprotein 42 (Epstein-Barr virus (strain AG876)), Q1HVG2; in the data active = inhibition above about 50%
Mdm2 ligase inh = MDM2-luciferase reporter signal enhancers, primary screen, MDM2 E3 ligase inhibitor project, cell-based, luminescence, 1536-well. signal enhancement, % at 5 µM. AID 1230, 2008. cell-based MDM2 ubiquitination luciferase reporter, 2 h; 0 = plate control, 100 = twice control, blank-subtracted. 0.11% of 210,000 active. E3 ubiquitin-protein ligase Mdm2 (Homo sapiens), Q00987;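 active = signal enhancement of 30% or more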;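 also: luminescence tracks abundance of the self-degrading MDM2-luciferase fusion protein; higher signal means inhibition of MDM2 E3 ligase activity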
Target sequence (Q00987 whole entry, looked up, the tested form may be a part): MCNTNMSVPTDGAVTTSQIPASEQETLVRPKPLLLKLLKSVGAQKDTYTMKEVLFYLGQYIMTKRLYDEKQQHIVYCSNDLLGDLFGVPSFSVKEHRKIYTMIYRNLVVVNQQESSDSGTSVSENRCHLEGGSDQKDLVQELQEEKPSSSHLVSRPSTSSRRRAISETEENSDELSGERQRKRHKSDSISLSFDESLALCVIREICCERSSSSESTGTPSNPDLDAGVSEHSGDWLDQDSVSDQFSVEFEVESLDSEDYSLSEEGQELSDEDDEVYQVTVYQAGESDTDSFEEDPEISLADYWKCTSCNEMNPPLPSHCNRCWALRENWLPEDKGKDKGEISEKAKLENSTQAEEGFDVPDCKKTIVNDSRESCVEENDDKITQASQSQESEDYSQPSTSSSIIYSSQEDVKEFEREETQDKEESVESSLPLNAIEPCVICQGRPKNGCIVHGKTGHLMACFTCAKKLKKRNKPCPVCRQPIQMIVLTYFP
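Assay system: stable mammalian line carrying autodegrading MDM2–luciferase fusion reporter; amount: 2000 cells seeded into each well; buffer or medium: DMEM; benchmarks: plate control and blank wells; signal: luciferase luminescence; timing: 2 h compound exposure at 37 °C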
TbHK1 inh = Trypanosoma brucei hexokinase 1 inhibitors, primary screen, biochemical, G6PDH-coupled NADH absorbance, MLSCN library. recombinant TbHK1, G6PDH-coupled NADH A340. inhibition, % at 10 µM. 0.11% of 220,000 active;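 active = inhibition of 50% or more in the single-dose primary screen; inactive = inhibition below 50%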
NCF1 inh = p47phox/p22phox peptide binding inhibitors, primary screen, biochemical, uHTS, NADPH oxidase regulatory subunit; Neutrophil cytosol factor 1 (Homo sapiens), P14598; fluorescence polarization, 2 h; inhibition, % at 24.7 µM; 0.53% of 220,000 active;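 active = inhibition above about 30%, limit read from the data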;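 also: 0% = p47phox with labelled peptide and 100% = labelled peptide alone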
zVAD death inh = inhibitors of zVAD-triggered necroptosis, primary screen, L929 cells; L929 zVAD necroptosis rescue, ATP luminescence, 24 h; with zVAD 60 µM; viability rescue, % at 10 µM; 0.38% of 220,000 active; AID 1377, 2008;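 active = activation, scaled between plate controls, above about 75%, limit read from the data; inactive = activation under that limit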;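 also: 0% = zVAD with DMSO and 100% = DMSO alone without zVAD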
Numbers without * were called inactive; · = not tested or not shown; [ ] = another dose, or the depositor's remark.

| no. | molecule | Runt-CBFb FRET | Runt-SMMHC FRET | 14-3-3 Bad PPI | Hck Nef HTS | EBV gp42 inh | Mdm2 ligase inh | TbHK1 inh | NCF1 inh | zVAD death inh |
| --- | --- | --- | --- | --- | --- | --- | --- | --- | --- | --- |
| 1 | Cc1ccc2[nH]c3c(c2c1)CN(C(=O)CN1CC(C)OC(C)C1)CC3 (configuration not stated) | -82 | -101 | -13 | -9 | 35 | -11 | 1 | -27 | -1.2 |
| 2 | O=C(O)CC1S/C(=N\N=C2CCCCCC2)N(c2ccccc2)C1=O (configuration not stated) | 2 | 0 | -11 | 14 | -16 | 1 | -6 | -55 | 0.8 |
| 3 | NS(=O)(=O)c1ccc(NS(=O)(=O)c2cccs2)cc1 | 0 | -3 | -4 | 1 | 5 | -10 | -5 | 1 | 0.1 |
| 4 | COc1cc2c(cc1OC)C(c1cccs1)N(C(=O)c1cccnc1)CC2 (configuration not stated) | 1 | 1 | -1 | -3 | -2 | 1 | -4 | -9 | 0.5 |
| 5 | O=C(c1ccc(Cn2cc(Br)cn2)cc1)N1CCN(c2ccccc2)CC1 | 0 | 1 | -16 | 2 | -19 | -10 | -3 | -11 | 0.3 |
| 6 | N#CCCCSc1nnc(-c2ccccn2)o1 | -1 | -3 | -5 | 0 | -8 | -3 | 5 | -14 | 0.1 |
| 7 | Cc1cccc(Cc2cnc(N3C(=N)SC(C)C3=O)s2)c1 (configuration not stated) | 0 | 2 | -3 | 4 | -4 | -4 | -6 | 0 | 1.5 |
| 8 | Cc1ccc(S(=O)(=O)N=S(CC2CC2(Cl)Cl)CC2CC2(Cl)Cl)cc1 (configuration not stated) | -1 | -2 | -3 | 0 | -17 | -3 | -3 | 0 | -0.7 |
| 9 | CCN1CCN(S(=O)(=O)c2ccc(Cl)c(C(=O)NC(C)(C)C)c2)CC1 | -1 | 1 | -1 | 23 | -6 | -8 | 0 | 0 | 0.1 |
| 10 | COc1cccc(-n2c(=O)[nH]cc(C(=O)Nc3ccc4c(c3)OCCO4)c2=O)c1 | -3 | -1 | 10 | 5 | 8 | -9 | -13 | -1 | 1.7 |
| 11 | Cc1cccc(NC(=O)c2cc(NC(=O)c3ccccc3)ccc2N2CCCCC2)c1 | -2 | 2 | 19 | -21 | -4 | -5 | -7 | 2 | -0.5 |
| 12 | COc1ccc(CN(C(=O)c2ccc(CN3CCOCC3)o2)C(C(=O)NCC2CCCO2)c2ccc(F)cc2)cc1 (configuration not stated) | -2 | -7 | 3 | 26 | -6 | -9 | -7 | 5 | -1.1 |
| 13 | CCOC(=O)C1CCN(S(=O)(=O)c2cccc(-c3cn4cc(Cl)ccc4n3)c2)CC1 | 3 | 6 | 0 | 7 | -20 | -10 | -7 | -32 | 0.6 |
| 14 | CCCCN1C(=O)C(=O)N(c2ccccc2)C1=S | 0 | -4 | -13 | 1 | -1 | 2 | -4 | -9 | 0.3 |
| 15 | Brc1ccc(C2CC(c3ccccc3)=Nc3ccccc3N2)cc1 (configuration not stated) | -4 | -12 | -16 | -6 | 18 | -9 | -5 | -9 | 0.6 |
| 16 | O=C(COC(=O)c1cccnc1)c1ccc(Cl)cc1 | 0 | 0 | 4 | 1 | -5 | 16 | -1 | -7 | 1.7 |
| 17 | FC(F)(F)c1cccc(N2CCN(c3ccc4nnc(-c5ccccc5)n4n3)CC2)c1 | -4 | -5 | 3 | 1 | -6 | 1 | -8 | -9 | 0.7 |
| 18 | CCC(C)NC(=O)C1CCN(S(=O)(=O)c2cccc3cccnc23)CC1 (configuration not stated) | 1 | 3 | 3 | 13 | 9 | 3 | 11 | -4 | 0.5 |
| 19 | COc1cc(C(C(=O)NC2CCCCC2)N(C(=O)Cc2c[nH]c3ccccc23)c2ccccc2C)cc(OC)c1OC (configuration not stated) | -4 | 5 | 5 | 1 | -4 | 0 | 0 | -11 | 0.2 |
| 20 | O=C(Cn1nnc2ccccc2c1=O)Nc1cccc(S(=O)(=O)N2CCOCC2)c1 | -1 | -7 | 6 | -24 | -2 | 0 | 11 | -8 | -0.3 |
| 21 | CC(C)c1cc(C(=O)Nc2cccc(C(F)(F)F)c2)no1 | -2 | 1 | -11 | -2 | -3 | -14 | -3 | -7 | 1.8 |
| 22 | COc1cc(C(=O)N/N=C(\Cc2ncc[nH]2)c2ccccc2)cc(OC)c1OC | 2 | 2 | -12 | 4 | -7 | -18 | -16 | -1 | 1.5 |
| 23 | CCOC(=O)N1CCN(S(=O)(=O)c2ccc3[nH]cc(C(=O)O)c(=O)c3c2)CC1 | -1 | 1 | 17 | 4 | -4 | -21 | -14 | -11 | 0.2 |
| 24 | CN(c1cccc(NC(=O)c2ccc(N(C)S(=O)(=O)c3ccccc3)cc2)c1)S(C)(=O)=O | 0 | 2 | -4 | 15 | -12 | 7 | -2 | -1 | 0.6 |
| 25 | N/C(=N\OC(=O)COc1ccc(Br)cc1Cl)c1ccccn1 | -3 | -2 | 10 | -1 | -6 | -22 | 31 | -9 | 0.5 |
| 26 | Cc1ccc2c(C(=O)CCl)c(C)[nH]c2c1 | -1 | 2 | -4 | 30 | -1 | · | -14 | -16 | -0.8 |
| 27 | c1coc(-c2nc3ccccc3nc2-c2ccco2)c1 | 8 | -4 | · | 36 | 0 | -18 | -3 | 1 | 24 |
| 28 | O=C(Cn1cnc2c(nnn2Cc2ccccc2)c1=O)NCC1CCCO1 (configuration not stated) | 1 | 1 | 7[fluorescence artefact?] | -7 | 0 | -10 | -2 | 1 | -1.8 |
| 29 | CCN1C(=O)NC2=C(C(=O)c3ccccc32)C1c1ccccc1F (configuration not stated) | 0 | -6 | -13 | -1 | -15 | -7 | -6 | -22 | 0.8 |
| 30 | Cc1ccc(NS(=O)(=O)Cc2ccccc2)nc1 | 1 | -3 | -3 | 19 | -11 | 10 | -10 | -9 | 0.9 |

5 records drawn at random from those above, as already listed:
| no. | molecule | Runt-CBFb FRET | Runt-SMMHC FRET | 14-3-3 Bad PPI | Hck Nef HTS | EBV gp42 inh | Mdm2 ligase inh | TbHK1 inh | NCF1 inh | zVAD death inh |
| --- | --- | --- | --- | --- | --- | --- | --- | --- | --- | --- |
| 24 | CN(c1cccc(NC(=O)c2ccc(N(C)S(=O)(=O)c3ccccc3)cc2)c1)S(C)(=O)=O | 0 | 2 | -4 | 15 | -12 | 7 | -2 | -1 | 0.6 |
| 26 | Cc1ccc2c(C(=O)CCl)c(C)[nH]c2c1 | -1 | 2 | -4 | 30 | -1 | · | -14 | -16 | -0.8 |
| 30 | Cc1ccc(NS(=O)(=O)Cc2ccccc2)nc1 | 1 | -3 | -3 | 19 | -11 | 10 | -10 | -9 | 0.9 |
| 25 | N/C(=N\OC(=O)COc1ccc(Br)cc1Cl)c1ccccn1 | -3 | -2 | 10 | -1 | -6 | -22 | 31 | -9 | 0.5 |
| 23 | CCOC(=O)N1CCN(S(=O)(=O)c2ccc3[nH]cc(C(=O)O)c(=O)c3c2)CC1 | -1 | 1 | 17 | 4 | -4 | -21 | -14 | -11 | 0.2 |

Additional results follow.
| no. | molecule | Runt-CBFb FRET | Runt-SMMHC FRET | 14-3-3 Bad PPI | Hck Nef HTS | EBV gp42 inh | Mdm2 ligase inh | TbHK1 inh | NCF1 inh | zVAD death inh |
| --- | --- | --- | --- | --- | --- | --- | --- | --- | --- | --- |
| 31 | O=C(NC1CCCCCCC1)c1ccccc1O | 1 | 0 | 5 | 3 | -3 | -14 | 3 | -13 | 0.8 |
| 32 | CCOc1ccc(CC2CC(=O)NC2=O)cc1 (configuration not stated) | 1 | -1 | -1 | 0 | -18 | -12 | 7 | -4 | -0.4 |
| 33 | COc1ccc(C(=O)NCC(=O)OC2CCCCC2=O)cc1 (configuration not stated) | 1 | 4 | -4 | 1 | 10 | -12 | -2 | 21 | -1.0 |
| 34 | Clc1ccc(OCc2nn3c(-c4ccccc4)nnc3s2)c(Cl)c1 | 3 | 1 | -1 | -11 | -20 | -4 | 5 | -12 | -0.3 |
| 35 | COC(=O)CN(Cc1ccccc1)S(=O)(=O)c1ccc(OC)c(OC)c1 | -1 | -1 | 2 | 0 | -7 | -8 | -6 | 2 | -0.5 |
| 36 | COc1cccc(/C=N/N=C(\N)c2nonc2N)c1O | 0 | -4 | -10 | 16 | -12 | -18 | -4 | -8 | 0.0 |
| 37 | COc1ccc(OC)c(S(=O)(=O)NCc2csc(-c3ccccc3)n2)c1 | 1 | 0 | -3 | -8 | -8 | 8 | -1 | 3 | -0.9 |
| 38 | O=C(O)c1ccc(NS(=O)(=O)c2cccc3nsnc23)cc1 | 1 | 0 | 1 | -2 | -4 | -21 | -1 | -3 | -0.1 |
| 39 | Cc1cc(C(=O)CN2CCCC(C)C2)c(C)n1-c1ccc(F)cc1 (configuration not stated) | 1 | -1 | -6[fluorescence artefact?] | 2 | -20 | -8 | 5 | -19 | -0.1 |
| 40 | CCCS(=O)(=O)N1CCCC(C(=O)NCCCN2CCN(c3cccc(Cl)c3)CC2)C1 (configuration not stated) | 1 | 0 | 15 | 3 | 1 | -18 | -1 | -5 | -0.1 |
| 41 | CCCC(C)NC(=O)COc1ccc(S(=O)(=O)N2CCCC2)cc1 (configuration not stated) | 0 | -3 | -9 | 20 | -13 | -1 | 4 | 5 | 0.8 |
| 42 | O=S(=O)(c1ccccc1)N1CCN(c2nnc(-c3ccccc3)c3ccccc23)CC1 | -3 | -1 | -2 | -20 | -3 | -16 | -4 | 3 | -0.5 |
| 43 | CCOc1ccc(NC(=O)CCN2CCN(S(=O)(=O)c3ccc(Cl)cc3)CC2)cc1 | 3 | 0 | -6 | 0 | 3 | -2 | -6 | 2 | -0.2 |
